Screening results: PubChem, Sanford-Burnham Center for Chemical Genomics
Rat MKP-3 inhibitors: inhibition of rat DUSP6 enzyme activity – biochemical, in vitro, primary screen (AID 425); 0.17% of 110,000 active; one-dose inhibition, % at 20 µM; IC50 in µM for titrated hits; recombinant MKP-3 phosphatase activity, fluorescence; higher % means a stronger effect; in the data active = inhibition above about 50%;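 also: plate controls were vehicle for no effect and reference inhibitor for full effect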
Hsp70 inhibitors: small molecules displacing fluorescent ligand from Hsp70 – biochemical, fluorescence polarization, primary screen (AID 583). one-dose displacement, % at 20 µM; IC50 in µM for titrated hits. 0.06% of 140,000 active. Hsp70 fluorescence polarization probe displacement, mP; higher % means a stronger effect; in the data active = displacement above about 50%;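 also: plate controls were vehicle for no effect and reference ligand for full effect; a part of the inactive calls stands beside numbers as strong as those of hits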
Numbers without * were called inactive; nt = not tested or not shown; & = joins results of further samples. This is a subset; rates above refer to the full screens.

SMILES | Rat MKP-3 inhibitors | Hsp70 inhibitors
Cc1cc(N2CCN(C)CC2)nc(N2CCOCC2)n1 | -10% | 3.8%
CCCCOc1ccc(C(=O)O/N=C2\CCOc3cc(OC)ccc32)cc1 | -2% | -0.8%
CCOC(=O)c1sc2ncnc(N3CCN(c4ccc(OC)cc4)CC3)c2c1C | -3% | -3.9%
COc1ccccc1N1CCN(C(=O)COc2ccc(Cl)cc2Br)CC1 | -14% | -1.6%
O=C(Nc1nc2ccccc2n1Cc1ccccc1)c1ccco1 | -1% | 1.4%
CC(C)C(=O)NS(=O)(=O)c1ccc(NC(=O)c2ccccc2Cl)cc1 | 0% | -3.4%
CCOc1ccccc1NC(=O)Cn1nnc(-c2ccc(OCC)c(OCC)c2)n1 | -15% | 1.9%
COc1ccc(N(CC(=O)NC2CCCCCCC2)S(=O)(=O)c2c(C)nn(C)c2C)cc1 | -12% | -0.4%
Cc1ccccc1-c1nc(CN2CCC(C(=O)NCc3cccs3)CC2)c(C)o1 | nt | 4.4%
O=C1CCCC2=C1C(c1ccc(F)cc1)Nc1ccc(C(=O)c3ccccc3)cc1N2 (centres undefined) | 3% | 1.2%
COc1cccc(NC(=O)C2C3CCC4C(CCC32)C4(Cl)Cl)c1 (centres undefined) | 3% | 4.2%
Cc1cc2nc(-c3cc(NC(=O)/C=C/c4cccc([N+](=O)[O-])c4)ccc3O)oc2cc1C | 1% | -2.0%
CCC1CCCCN1c1nc2c(c(=O)n(C)c(=O)n2C)n1CCSc1nc2ccccc2o1 (centres undefined) | -4% | 1.2%
COc1ccc(N2CCN(C(=O)CSc3nnc(COc4cccc5cccnc45)o3)CC2)cc1 | -4% | nt
CC(C)n1cnc2cc(NCc3ccccn3)ccc21 | nt | 5.6%
Cc1ccccc1NCc1ccc(O)c2ncccc12 | nt | -2.1%
COCCn1nnnc1C(c1ccccn1)N1CCN(c2cccc(C)c2C)CC1 (centres undefined) | nt | 12%
CCCCn1c(SCC(=O)N2CC(C)CC(C)C2)nc2cc(S(N)(=O)=O)ccc21 (centres undefined) | 2% | 0.5%
Nc1nc(-c2ccccc2)cc(N2CCCC2)n1 | 4% | 2.2%
Cc1cc(C)nc(/N=C(/N)Nc2ccccc2[N+](=O)[O-])n1 | 3% | 4.4%

Given with values ahead of the structure: entries from further up
| Rat MKP-3 inhibitors | Hsp70 inhibitors | molecule |
| --- | --- | --- |
| -2% | -0.8% | CCCCOc1ccc(C(=O)O/N=C2\CCOc3cc(OC)ccc32)cc1 |
| -3% | -3.9% | CCOC(=O)c1sc2ncnc(N3CCN(c4ccc(OC)cc4)CC3)c2c1C |
| -14% | -1.6% | COc1ccccc1N1CCN(C(=O)COc2ccc(Cl)cc2Br)CC1 |
| -1% | 1.4% | O=C(Nc1nc2ccccc2n1Cc1ccccc1)c1ccco1 |
| 0% | -3.4% | CC(C)C(=O)NS(=O)(=O)c1ccc(NC(=O)c2ccccc2Cl)cc1 |
| -15% | 1.9% | CCOc1ccccc1NC(=O)Cn1nnc(-c2ccc(OCC)c(OCC)c2)n1 |

Not a retest: an excerpt of the list.
SMILES | Rat MKP-3 inhibitors | Hsp70 inhibitors
Cc1ccccc1NCc1ccc(O)c2ncccc12 | nt | -2.1%
COCCn1nnnc1C(c1ccccn1)N1CCN(c2cccc(C)c2C)CC1 (centres undefined) | nt | 12%
CCCCn1c(SCC(=O)N2CC(C)CC(C)C2)nc2cc(S(N)(=O)=O)ccc21 (centres undefined) | 2% | 0.5%
Nc1nc(-c2ccccc2)cc(N2CCCC2)n1 | 4% | 2.2%
Cc1cc(C)nc(/N=C(/N)Nc2ccccc2[N+](=O)[O-])n1 | 3% | 4.4%

The list goes on:
SMILES | Rat MKP-3 inhibitors | Hsp70 inhibitors
NS(=O)(=O)c1cccc(NC(=O)c2ccc(Cl)cc2Cl)c1 | -1% | 1.9%
c1cncc(-c2nnc3sc(C4CCCCC4)nn23)c1 | 3% | 4.1%
CCOC(=O)c1cc2sccc2n1CC(=O)Nc1ccc(OC)cc1 | nt | 1.2%
O=C(NCCNc1ccc([N+](=O)[O-])cc1Cl)c1ccccc1Cl | 2% | 0.8%
CC(/C=C1\SC(=S)N(c2cccc(Br)c2)C1=O)=C\c1ccccc1 | 3% | -3.4%
NC1=NC(=O)CC(C(=O)Nc2ccccc2)S1 (centres undefined) | -3% | -1.9%
CC(=O)C1=C(O)C(=O)N(CCN2CCNCC2)C1c1ccccc1F (centres undefined) | 2% | -1.4%
C=C(C)Cn1c(COc2ccccc2)nnc1SCC(=O)O | -4% | -1.6%
COc1ccc2ccccc2c1C(=O)/C=C/c1cccnc1 | 12% | 1.1%
CN(CCCCCCCCC(=O)/C=N/O)Cc1ccccc1 | nt | -17%
CC(=O)Nc1ccc(N/C(C)=C/C(=O)c2ccc(Br)cc2)cc1 | 3% | -0.9%
COc1ccc(N2CCN(C(=O)CCS(=O)(=O)c3cccc4nsnc34)CC2)cc1 | -1% | 1.2%
CC(=O)N1c2ccccc2C(N(C(=O)c2ccc([N+](=O)[O-])cc2)c2ccccc2)CC1C (centres undefined) | -3% | 0.9%
N#CC1=C(N)SC(N)=C(C#N)C1c1ccc(C(F)(F)F)cc1 | -6% | 0.3%
COc1ccc(-c2nc(C)ncc2-c2csc(C)n2)c(O)c1 | nt | 0.4%
CC1(C)CC(OC(=O)c2ccccc2)CC(C)(C)N1 | nt | 1.5%
C=CCOc1ccc(CNc2nccs2)cc1OCC | nt | -5.6%
COc1ccc(Cl)cc1N(CC(=O)N1CCN(c2ccccc2)CC1)S(=O)(=O)c1ccccc1 | 7% | 0.8%
CCN(CC)CC(=O)Nc1ccc2c(c1)N(C(=O)CNN(CC)CC)c1ccccc1CC2 | 3% | -2.3%
CCOC(=O)c1c[nH]c2c(ccc3ccccc32)c1=O | 2% | -4.0%
Cc1ccc(C2/C(=C(\O)c3ccccc3)C(=O)C(=O)N2c2nncs2)cc1 (centres undefined) | 1% | 8.4%
Cc1cccc(N2C(=O)NC(=O)/C(=C/c3ccc(N(C)C)c(Br)c3)C2=O)c1 | 2% | 0.9%
COc1ccc(-c2cc3nc4n(c(=O)c3s2)CCOC4)cc1 | 1% | -3.9%
COc1ccc(Cl)cc1S(=O)(=O)NCc1cccnc1 | nt | 3.1%
c1ccc(CN2CCN(Cc3c[nH]c4ccccc34)CC2)cc1 | -1% | -4.2%
O=C(N/C(=C\c1ccc(Br)cc1)C(=O)N1CCCCCC1)c1cccs1 | -1% | -0.4%
COc1ccc(CNC(=O)Cc2ccccc2)cc1OC | -2% | -4.1%
CC(C)CCn1c(NCCc2ccccc2)nc2c1c(=O)n(C)c(=O)n2C | -9% | 0.8%
CCN(CC)C(=O)C1=C(C)NC(=O)NC1c1ccccc1F (centres undefined) | -4% | 6.7%
CCCC(C(=O)NC1CCCCC1)N(CC1CCCO1)C(=O)CNS(=O)(=O)c1ccc(F)cc1 (centres undefined) | -4% | 7.6%
Oc1ccc(Br)cc1CN1CCCCCCC1 | 0% | 4.0%
CCCc1noc2c1/C(=N\O)CC(c1ccccc1)C2 (centres undefined) | nt | 6.8%
Cc1ccc(OCC(=O)NCc2ccccn2)c(C)c1 | 3% | -4.8%
COc1cc(NC(=O)C2CCCN(S(=O)(=O)c3cccc4nsnc34)C2)cc(OC)c1 (centres undefined) | -5% | 2.4%
CCCCC(=O)N(CCOC)c1nnc(-c2ccc(OC)cc2)s1 | -19% | 11%
CCN(CC)CCNC(=O)C1CCN(S(=O)(=O)N2CCCCC2)CC1 | -3% | -4.8%
COc1ccc(-c2csc(NCc3ccco3)n2)cc1 | 2% | 0.2%
CCCC(C)C(=O)Nc1nnc(C)s1 (centres undefined) | -5% | -1.9%
CC1CCc2c(sc(NC(=O)C(C(C)C)N3C(=O)c4ccccc4C3=O)c2C(N)=O)C1 (centres undefined) | 1% | -2.5%
Cc1[nH]c2ccccc2c1CCO | 6% | -2.6%
CCCOc1nc(N)c(C#N)c(-c2ccccc2F)c1C#N | -3% | -3.1%
COc1ccc(-c2nnnn2C)cc1S(=O)(=O)NCCc1ccccc1 | -3%&-2% | -1.3%&1.5%
CS(=O)(=O)c1ccc2nc(NC(NC(=O)c3ccco3)(C(F)(F)F)C(F)(F)F)sc2c1 | -12% | 0.1%
CCOc1ccc(NC(=O)N(CCN(C)C)C(C)c2ccncc2)cc1 (centres undefined) | -3% | 0.2%
O=C(c1ccccc1O)N1CCCc2ccccc21 | -1% | 3.1%
COc1cc2c(cc1OC)CN(C(=O)CSc1nc(N)c(C#N)cc1C#N)CC2 | -10% | -3.0%
COc1cc2c(cc1OC)C(CSc1ccccc1C(=O)O)=NC(C)(C)C2 | 2% | -0.1%
CCOc1nc(-c2ccc(C)cc2)ccc1-c1noc(COC)n1 | -12% | -8.4%
O=C(O)CN1C(=O)CSc2ccccc21 | -11% | 0.8%
FC(F)(F)c1cccc(N2Cc3ccccc3C2)c1 | -9% | -3.9%
Cc1ccc(C(=O)Nc2ccccc2N2CCN(C(=O)C(C)C)CC2)cc1 | -8% | 3.9%
CN(CCOC(=O)c1ccccc1)C1=NS(=O)(=O)c2ccccc21 | -4% | -6.1%
COc1cc(-c2nc3cnccn3c2Nc2ccccc2)ccc1O | -1% | 0.7%
NC(=O)c1ccc(N2CCCCC2)c(N2C(=O)CCC2=O)c1 | -5% | -4.0%
COc1ccc2oc(C(F)(F)C(F)F)cc(=O)c2c1 | nt | -0.2%
Cc1ccc(-c2cnc(N)n2C)cc1C | 0% | -4.9%
Cc1onc(-c2ccccc2)c1C(=O)N1CCN(C/C=C/c2ccccc2)CC1 | 4% | 4.8%
Cc1ccc(C)c(C(C)NC(=O)C2C3CCC(O3)C2C(=O)O)c1 (centres undefined) | -8% | 2.3%
CC(C)Cn1c(N)c(S(=O)(=O)c2cccs2)c2nc3ccccc3nc21 | -8% | 4.8%
CC1(C)CC(=O)c2cc(-c3ccccc3)n(CC(=O)OCN3C(=O)c4ccccc4C3=O)c2C1 | 4% | 1.3%
The results go on.
SMILES | Rat MKP-3 inhibitors | Hsp70 inhibitors
CCOc1ccc(N2C(=O)C3CC=CCC3C2=O)cc1 (centres undefined) | 0% | 1.5%
O=C(Cn1c(=O)n(CC2CCCO2)c(=O)c2ccccc21)c1ccccc1 (centres undefined) | -5% | 1.0%
COc1ccc(-n2nc3c(c2NC(=O)c2cc4ccccc4oc2=O)CS(=O)(=O)C3)cc1 | -4% | 2.5%
Cc1c(NC(=O)CSc2nc(-c3ccco3)cc(C(F)(F)F)n2)c(=O)n(-c2ccccc2)n1C | nt | -1.1%
O=C(Nc1ccccc1O)c1ccc(Cl)cc1 | -7% | 1.1%
Cc1nc2sc(C(c3cccs3)N3CCN(c4cccc(Cl)c4)CC3)c(O)n2n1 (centres undefined) | -6% | -1.6%
COc1ccc(S(=O)(=O)N(CCCN2CCCC2=O)Cc2cc3c(C)ccc(C)c3[nH]c2=O)cc1 | 2% | 1.5%
CCOC(=O)Cc1csc(NC(=O)Nc2ccccc2)n1 | nt | -5.0%
O=[N+]([O-])c1ccc(Cc2ccncc2)cc1 | 0% | -1.8%
Cc1cc(NC(=O)c2ccc(-c3ccc(Br)cc3)o2)ccc1NC(=O)c1ccco1 | 2% | -2.1%
CCc1nnc(NC(=O)CSc2nnc(-c3c[nH]c4ccccc34)n2CC)s1 | 12% | 7.0%
COc1cc(C(=S)N2CCC(C(N)=O)CC2)ccc1O | -6% | -3.6%
COc1ccc(N(CC(N)=O)S(C)(=O)=O)c(OC)c1 | 1% | 2.8%
Cc1nc(SCC(=O)c2c[nH]c3ccccc23)n[nH]1 | 3% | 2.9%
COc1ccccc1C(=O)N1CCN=C1c1ccccc1 | -14% | 9.2%
CCn1c(SCc2nc(CC(=O)Nc3ccccc3OC)no2)nnc1-c1cccs1 | -5% | 3.0%
N#C/C(=N\Nc1ccc(Cl)cc1)C(=N)N1CCCCC1 | nt | 11%
CCSCCOC(=O)C1=C(C)NC2=C(C(=O)CCC2)C1c1ccc(F)c(F)c1 (centres undefined) | 2% | 3.8%
Cc1cc2nnc(SCC(=O)NCc3cccs3)n2c2ccccc12 | nt | 0.2%
COc1cc2c(cc1NC(=O)CN1C(=O)NC3(CCc4ccccc43)C1=O)oc1ccccc12 (centres undefined) | 6% | -3.3%
Cc1ccc(C2(C(F)(F)F)N=C3Sc4cc(C)ccc4N3C(=O)N2)cc1 (centres undefined) | nt | 1.8%
COc1cccc(N2CCN(Cc3nc(N)nc(Nc4ccccc4OC)n3)CC2)c1 | -4% | -1.6%
CCOc1ccccc1CN(CCc1ccc2c(c1)OCO2)Cc1ccncc1 | 3% | 0.3%
CCCOc1ccc(C2NC(=O)NC2=O)cc1 (centres undefined) | -2% | -3.9%
CCN1C(=O)/C(=C\c2ccc(O)c(OC)c2)C(C(=O)OC)=C1C | 9% | -0.5%
CCOC(=O)C1=C(C)NC(=S)NC1c1ccc(C)cc1 (centres undefined) | 0% | 3.8%
O=C(O)Cn1nc(-c2ccc(F)cc2)oc1=O | -8% | -3.6%
CC1(C)CC2CC(C)(CN2C(=O)COC(=O)c2cc(Cl)cc(Cl)c2N)C1 (centres undefined) | nt | -8.8%
CCc1c(C)nc2cc(-c3cccc(C)c3)[nH]n2c1=O | -8% | -0.9%

Pulled one by one from above:
SMILES | Rat MKP-3 inhibitors | Hsp70 inhibitors
O=C(O)Cn1nc(-c2ccc(F)cc2)oc1=O | -8% | -3.6%
CCN1C(=O)/C(=C\c2ccc(O)c(OC)c2)C(C(=O)OC)=C1C | 9% | -0.5%
CCc1c(C)nc2cc(-c3cccc(C)c3)[nH]n2c1=O | -8% | -0.9%
